# HT1080 EIF4E-luc2: inhibitors of EIF4E gene expression, primary screen, cell-based, HT1080, luciferase reporter (AID 1224817). HT1080 EIF4E-luc2 knock-in reporter, luciferase, 16 h; stronger effect = lower value. log2 luciferase activity ratio at 2.5 µM. 1% of 2,000 active;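 active means log2 luciferase ratio at or below -0.5849, meaning signal at two thirds of solvent-only control or lower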;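 further: luciferase reports endogenous eIF4E expression since it is co-expressed from the native EIF4E locus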
# Starred values were filed as active, the others as inactive. This is a subset, so the mix of outcomes need not match the whole.
SMILES,HT1080 EIF4E-luc2
O=C(O)c1cc2ccccc2c(Cc2c(O)c(C(=O)O)cc3ccccc23)c1O,0.4
